Ecoli viability – E. coli V3065 growth inhibition, primary screen, counter-screen for AddAB inhibitor project, absorbance, OD600; 18 h; inhibition, % at 11.9 µM; hit rate 0.27% among 330,000; AID 449728, 2010;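 active means inhibition above the campaign's mean inhibition across all tested compounds plus 3 SD, cut at about 9.9% in these data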;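 further: uninfected addAB+ strain grown without phage in ampicillin broth; 0% = DMSO wells and 100% = ciprofloxacin 0.95 µg/ml wells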
SR-BI HDL uptake – inhibitors of SR-BI mediated HDL lipid uptake, primary screen, ldlA[mSR-BI] cells, fluorescence, single point | Scavenger receptor class B member 1 (Mus musculus), Q61009 | ldlA[mSR-BI] CHO cells, DiI-HDL uptake fluorescence, 3 h | inhibition, % at 12.5 µM | hit rate 0.96% among 320,000 | AID 488896, 2010;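 active means mean replicate inhibition of at least 70% and a set share of replicates each scoring 70 or more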;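 further: 0% = median of neutral control wells and 100% = median of positive control wells; values of inactives mirror those of a sister screen read the other way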
Target sequence (Q61009 whole entry, looked up): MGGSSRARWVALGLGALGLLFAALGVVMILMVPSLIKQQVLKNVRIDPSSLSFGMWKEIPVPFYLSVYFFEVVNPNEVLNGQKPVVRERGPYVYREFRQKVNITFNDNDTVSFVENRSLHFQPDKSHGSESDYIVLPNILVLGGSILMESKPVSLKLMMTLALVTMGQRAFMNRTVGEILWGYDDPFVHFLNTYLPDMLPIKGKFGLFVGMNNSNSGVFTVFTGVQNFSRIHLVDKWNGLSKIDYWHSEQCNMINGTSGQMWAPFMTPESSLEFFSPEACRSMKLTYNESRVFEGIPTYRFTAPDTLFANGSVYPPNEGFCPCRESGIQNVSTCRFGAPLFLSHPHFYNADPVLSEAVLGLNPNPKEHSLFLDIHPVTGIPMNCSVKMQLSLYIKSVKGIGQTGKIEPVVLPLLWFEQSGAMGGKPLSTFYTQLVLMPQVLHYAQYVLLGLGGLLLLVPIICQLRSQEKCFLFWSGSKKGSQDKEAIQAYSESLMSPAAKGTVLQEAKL
MITF TRPM1 HTS – activators of MITF-driven TRPM1 promoter reporter, primary screen, cell-based, SK-MEL-5, luciferase, single point; activation, % at 12.5 µM; SK-MEL-5 TRPM1-promoter luciferase, 24 h; % of positive control, neutral wells = 0; hit rate 0.75% among 300,000;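 active means mean activation of at least 80% with every replicate also reaching 80%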;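 further: 0% = neutral control wells and 100% = parthenolide positive control wells; values of inactives mirror those of a sister screen read the other way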
Wnt act – Wnt/beta-catenin pathway activators, primary screen, cell-based, plate reader, single point. hit rate 1.2% among 300,000. activation, % at 9.35 µM. Wnt/beta-catenin reporter cell assay, activator; in the data active means activation above about 30%, passing the limit was not always enough;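 further: 0% = neutral control wells and 100% = positive control wells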
SR-BI DiI-HDL act – activators of SR-BI mediated DiI-HDL uptake, primary screen, ldlA[mSR-BI] CHO cells, DiI fluorescence | 3 h; 100 = double the neutral-control signal | activation, % at 12.5 µM | hit rate 0.096% among 320,000 | AID 504775, 2011;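 active means mean replicate activation of at least 60% and every replicate at or above 60%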;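 further: 0% = median plate neutral-control signal and 100% = twice that signal; values of inactives mirror those of a sister screen read the other way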
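Assay system: LDL receptor-deficient CHO ldlA cells overexpressing murine SR-BI / Medium: BSA-supplemented, HEPES-buffered Ham's F12, pH 7.4 / Probe or stimulus: DiI-labelled HDL at 10 µg/mL final / Timing: compound with DiI-HDL co-incubation, 3 h at 37 °C / Technique: bottom-read cell fluorescence after medium removal, ex 550/em 595 nm / Measure: HDL uptake via cellular fluorescence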
CAL PDZ FP-1 – CAL PDZ peptide-binding inhibitors, primary screen, biochemical, fluorescence polarization, Cer-tagged CAL PDZ, HTS | AID 504414, 2011 | inhibition, % at 20 µM | purified CAL PDZ, TMR-peptide fluorescence polarization, 1 h | Golgi-associated PDZ and coiled-coil motif-containing protein (Homo sapiens), Q9HD26 | hit rate 0.02% among 330,000;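 active means highest replicate inhibition of at least 40%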;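 further: plate controls were DMSO neutral control wells for no effect and unlabeled competitor peptide control wells for full effect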
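material = purified tagged CAL PDZ domain construct (CerCALP) | buffer or medium = sodium phosphate/NaCl buffer pH 7.4 with TCEP, IgG, Thesit | reagent = TMR-labelled reporter peptide T*-PRC34 bound in PDZ groove | incubation = 1 h room-temperature incubation prior to read | measured by = fluorescence polarization (mP) | evaluation = percent inhibition from loss of millipolarization | control set = unlabelled peptide and DMSO controls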
Tat export inh – E. coli Tat export inhibitors, primary screen, MC4100, TorA-mCherry reporter, fluorescence, single point; inhibition, % at 10 µM; hit rate 0.036% among 340,000; AID 488895, 2010;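 active means mean replicate inhibition at least 50% and at least half of replicates individually reaching 50%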;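 further: exported cargo escapes ClpAP degradation while cytoplasmic cargo is degraded and loses fluorescence; 0% = median of neutral control wells and 100% = median of NaSCN control wells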
CAL PDZ FP-2 – untagged CAL PDZ binding inhibitors, primary screen, biochemical, fluorescence polarization, HTS; inhibition, % at 24.9 µM; AID 602252, 2012; purified CAL PDZ, TMR-peptide fluorescence polarization, 1 h; hit rate 0.92% among 300,000; Golgi-associated PDZ and coiled-coil motif-containing protein (Homo sapiens), Q9HD26;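 active means mean inhibition of at least 30% with at least half of replicates also reaching 30%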;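 further: 0% = DMSO neutral control and 100% = excess unlabeled competitor peptide PRC23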
AddAB inh – growth inhibition of E. coli expressing H. pylori AddAB, primary screen, AddAB inhibitor project, absorbance; inhibition, % at 11.9 µM; hit rate 0.29% among 330,000; in the data active means inhibition above about 12%;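 further: 0% = vehicle wells of infected cells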
phage Ecoli inh – growth loss of phage-infected E. coli, primary screen, RecBCD inhibitor project, absorbance, with phage, HTS | inhibition, % at 11.9 µM | hit rate 0.26% among 360,000 | AID 651602, 2012; in the data active means inhibition above about 11%
* hit, by the source's call; · = no result given.

SMILES | Ecoli viability | SR-BI HDL uptake | MITF TRPM1 HTS | Wnt act | SR-BI DiI-HDL act | CAL PDZ FP-1 | Tat export inh | CAL PDZ FP-2 | AddAB inh | phage Ecoli inh
COc1ccccc1CN1C(=O)[C@@H]2C(CC(N)=O)NC3(C(=O)Nc4c3ccc(Cl)c4C)[C@@H]2C1=O (some centres undefined) | -1.4 | -19 | · | -3 | 19 | -1.7 | 5 | -6 | 0.6 | 3.0
Cc1c(C)c2c(OCC(=O)NC3CC3)cc3c(c2oc1=O)CCC(C)(C)O3 | -2.0 | 43 | · | -3 | -43 | -1.7 | -1 | 9 | 4.0 | 2.1
COc1ccc(S(=O)(=O)N(CC(=O)O)c2ccccn2)cc1 | -0.6 | -7 | 10 | -7 | 7 | -2.7 | -2 | -3 | 1.6 | 1.4
Cc1nc(SC2CC(=O)N(c3ccc([N+](=O)[O-])cc3)C2=O)nc2c1CCCC2 (centres undefined) | 0.7 | 12 | 8 | · | -12 | 0.0 | -7 | -2 | 2.5 | 0.9
C=CCN(C(=O)c1csnn1)C(C(=O)NC1CCCC1)c1ccccc1 (centres undefined) | 1.4 | 3 | -2 | -3 | -3 | -0.1 | -5 | -4 | 2.9 | 1.5
Cc1ccc(-c2noc(-c3ccccc3Br)n2)cc1 | -1.1 | 11 | 30 | · | -11 | 0.6 | 8 | -6 | 3.6 | 0.8
Cn1c(=O)c2c(nc(Oc3ccc4ccccc4c3)n2C)n(C)c1=O | 1.4 | -6 | 31 | · | 6 | -3.7 | 5 | 3 | 2.1 | 2.7
COc1ccc(CCNC(=O)Oc2ccccc2)cc1OC | 1.3 | 7 | 1 | 1 | -7 | -2.8 | -10 | -2 | -1.6 | 3.0
CCc1ccc(NC(=O)c2cccnc2)cc1 | 2.3 | -2 | 74 | 53* | 2 | 0.1 | -1 | -2 | 2.8 | 2.6
O=C1CC(c2ccc(O)c(O)c2)Oc2c1ccc(O)c2O (centres undefined) | 1.0 | 16 | 3 | 0 | -16 | -0.2 | 7 | 10 | 3.7 | 2.3
C=CCNC(=S)Nc1nc2c(cc1C(=O)OCC)COC(C)(C)C2 | 1.9 | 10 | 4 | 4 | -10 | -0.3 | 5 | -2 | 1.3 | 3.1
CN1CCN(CC(=O)N2CCn3c4c(c5cc(C6CCCCC6)ccc53)CCCC42)CC1 (centres undefined) | -7.7 | -17 | -62 | -2 | 17 | · | 23 | -2 | -1.5 | ·
O=C1CN(C(=O)CSc2nc3c(cnn3-c3ccccc3)c(=O)[nH]2)c2ccccc2N1 | 0.5 | -20 | -11 | -2 | 20 | -2.0 | 0 | -6 | -1.3 | 0.9
Cn1cc(-c2ccc(Cl)cc2)cc(C#N)c1=O | -2.8 | 23 | 0 | -2 | -23 | -0.7 | -5 | 0 | 2.6 | 2.9
COCCn1c(SCC(=O)NCCc2ccccc2)nnc1-c1ccco1 | -0.2 | -28 | -6 | -3 | 28 | 0.2 | 2 | -2 | -0.9 | 5.1
CCN1CCCC1CNS(=O)(=O)c1c(C)cc(C)cc1C (centres undefined) | -0.1 | -26 | · | -1 | 26 | -2.0 | -14 | -4 | 2.6 | 1.4
Cc1noc(C)c1CN(C(=S)NC1CC2CCC1C2)c1ccccc1 (centres undefined) | -0.7 | 10 | 6 | -1 | -10 | -6.7 | 3 | -6 | -0.7 | 0.2
CCOC(=O)C1CCN(C(=O)CN(c2ccc(OC)cc2)S(=O)(=O)c2c(C)nn(C)c2C)CC1 | 2.1 | -11 | -2 | 6 | 11 | -0.2 | -5 | -6 | -4.6 | 0.8
CCN1C(=O)C(CC(=O)Nc2ccccc2)N(Cc2ccccn2)C1=S (centres undefined) | -1.9 | · | 6 | 0 | · | -1.5 | -3 | -2 | -2.5 | 1.4
CC(=O)c1cccc(S(=O)(=O)N2CCC(c3nc4ccccc4[nH]3)CC2)c1 | -1.3 | · | 0 | -6 | · | -2.3 | 8 | -4 | -0.3 | 1.0
COc1ccc(N=c2oc3cc(O)ccc3cc2C(=O)NCC2CCCO2)c(OC)c1 (centres undefined) | -0.2 | 23 | · | 2 | -23 | 1.0 | -6 | -1 | 0.0 | 3.9
Cn1c(CSCc2ccc(F)cc2)nnc1SCC(=O)N1CCN(c2ccccc2)CC1 | -1.3 | 37 | -2 | -4 | -37 | -1.4 | 1 | 0 | 0.8 | 3.0
COC(=O)c1ccc2c(c1O)C(=O)c1ccccc1C2=O | -3.8 | -6 | -97 | 19 | 6 | 0.1 | -2 | -4 | 0.0 | -0.1
CCCS(=O)(=O)c1nc(S(=O)(=O)c2ccc(C)cc2)c(N2CCC3(CC2)OCCO3)s1 | -0.6 | -14 | 1 | 2 | 14 | -1.0 | 3 | 57* | 1.4 | 0.2
CCNC(=O)/C(=C/c1cccc([N+](=O)[O-])c1)NC(=O)c1ccc(C)cc1 | -0.9 | -21 | 10 | · | 21 | -2.0 | 0 | -4 | 3.7 | 2.8
CC(Nc1nc2ncn(Cc3ccccc3)c2c(=O)[nH]1)C(=O)O (centres undefined) | -1.3 | -7 | -10 | · | 7 | 0.4 | -3 | -5 | -0.2 | 3.0
O=C(COC(=O)/C=C/c1ccc([N+](=O)[O-])cc1)NNC(=O)c1ccccc1 | -3.5 | -6 | -3 | -1 | 6 | -0.4 | -10 | -4 | 0.4 | 2.6
Cc1c(C(=O)O)sc2nc3n(c(=O)c12)CCC3 | 1.5 | -13 | 1 | -2 | 13 | -1.7 | 29 | 3 | 1.2 | 2.5
O=C(COC(=O)c1cccc(OC(F)F)c1)NC(=O)NC1CCCCC1 | -1.1 | -3 | -6 | -2 | 3 | -0.4 | 3 | -4 | -0.7 | 3.5
COc1ccc(S(=O)(=O)N2CCOC2CNC(=O)C(=O)NCCCN2CCOCC2)cc1OC (centres undefined) | 1.8 | -10 | -8 | 0 | 10 | -2.1 | -6 | 3 | 3.1 | -1.2
O=C1c2ccccc2C(=O)N1SC1CCCCC1 | -0.6 | -19 | -4 | -3 | 19 | -0.7 | -15 | 8 | 1.6 | 2.9
Cc1cc(C)cc(NC(=S)/C(=C(\[O-])c2ccc(Cl)s2)[n+]2cccc(C)c2)c1 | -0.9 | 13 | -11 | 1 | -13 | -1.3 | 3 | -6 | 4.4 | 0.2
CCOC(=O)c1ccc(-n2c(C)nc3ccccc3c2=O)cc1 | -1.5 | -7 | 7 | · | 7 | -0.8 | -2 | -1 | -0.7 | 2.0
COCCCN(Cc1ccco1)C(=O)c1cc2c(s1)-c1ccc(Cl)cc1S(=O)(=O)C2 | 0.9 | 30 | -3 | -1 | -30 | -1.3 | -1 | -3 | 3.0 | 1.8
Cc1cc(Br)cc(C)c1OCC(=O)NNC(=O)CCC(=O)NCc1ccccc1 | -1.2 | 30 | 5 | -2 | -30 | 0.1 | -3 | · | -0.9 | 4.0
O=C(CCC(=O)c1ccc(F)cc1)Nc1cccnc1 | -0.6 | -18 | · | -2 | 18 | 0.0 | -3 | · | 2.9 | 4.5
O=C(COC(=O)c1ccc(Br)cc1)NCCN1C(=O)CSC1=O | -0.7 | -11 | 3 | 11 | 11 | -1.8 | -2 | -3 | -1.5 | -0.7
CCOC(=O)C(Cc1ccc(O)cc1)Nc1nc2ccccc2o1 (centres undefined) | · | -17 | 13 | 2 | 17 | 0.1 | 5 | -1 | · | 0.8
O=C(N=C1SC2CS(=O)(=O)CC2N1c1ccc(Br)cc1)C1CCCO1 (centres undefined) | 1.6 | -12 | 1 | 0 | 12 | -1.3 | -5 | · | 0.9 | 0.5
CCc1ccc(NC(=O)CCc2ccc(C)o2)cc1 | 1.7 | 11 | 20 | 3 | -11 | -1.2 | -3 | -5 | 1.3 | -1.1

Profiles, looked up by structure.
Shown for O=C(N=C1SC2CS(=O)(=O)CC2N1c1ccc(Br)cc1)C1CCCO1 (centres undefined) : Ecoli viability = 1.6; SR-BI HDL uptake = -12; MITF TRPM1 HTS = 1; Wnt act = 0; SR-BI DiI-HDL act = 12; CAL PDZ FP-1 = -1.3; Tat export inh = -5; CAL PDZ FP-2 = ·; AddAB inh = 0.9; phage Ecoli inh = 0.5
Shown for O=C(COC(=O)c1ccc(Br)cc1)NCCN1C(=O)CSC1=O : Ecoli viability = -0.7; SR-BI HDL uptake = -11; MITF TRPM1 HTS = 3; Wnt act = 11; SR-BI DiI-HDL act = 11; CAL PDZ FP-1 = -1.8; Tat export inh = -2; CAL PDZ FP-2 = -3; AddAB inh = -1.5; phage Ecoli inh = -0.7

Later entries
SMILES | Ecoli viability | SR-BI HDL uptake | MITF TRPM1 HTS | Wnt act | SR-BI DiI-HDL act | CAL PDZ FP-1 | Tat export inh | CAL PDZ FP-2 | AddAB inh | phage Ecoli inh
Cc1cccc(NC(=S)NCc2ccccc2Cl)c1C | 0.2 | 33 | 12 | -1 | -33 | · | 1 | -2 | 2.4 | -0.1
COc1cccc(-c2nnc3n2N=C(c2cc(OC)ccc2OC)CS3)c1 | 0.2 | -22 | · | -4 | 22 | -1.3 | -8 | -1 | 1.1 | 2.5
CS(=O)(=O)N(Cc1ccccc1)c1ccccn1 | 0.2 | -24 | 4 | 0 | 24 | -1.7 | -3 | 1 | -0.1 | 3.1
CS(=O)(=O)N(CC(=O)NCC1CCCO1)Cc1ccc(Cl)cc1 (centres undefined) | -0.8 | 14 | · | 1 | -14 | -0.1 | 3 | -7 | 0.3 | 1.1
NC1=NC(c2ccccc2)=NC1(NC(=O)c1ccccc1)C(Cl)Cl (centres undefined) | 0.6 | -17 | -3 | 2 | 17 | -3.6 | 3 | -6 | 2.9 | 0.8
CCOC(=O)C(=O)N1CCN(CC)CC1 | 0.9 | 2 | -1 | · | -2 | -0.3 | -1 | -9 | 1.6 | 4.5
Cn1c(=O)c2c(SCC(=O)c3ccccc3)nc(C3CC3)nc2n(C)c1=O | -1.5 | 30 | -1 | · | -30 | -1.4 | -3 | · | -1.7 | ·

Part of the list above, in markdown.
| mol | Ecoli viability | SR-BI HDL uptake | MITF TRPM1 HTS | Wnt act | SR-BI DiI-HDL act | CAL PDZ FP-1 | Tat export inh | CAL PDZ FP-2 | AddAB inh | phage Ecoli inh |
| --- | --- | --- | --- | --- | --- | --- | --- | --- | --- | --- |
| CN1CCN(CC(=O)N2CCn3c4c(c5cc(C6CCCCC6)ccc53)CCCC42)CC1 (centres undefined) | -7.7 | -17 | -62 | -2 | 17 | · | 23 | -2 | -1.5 | · |
| O=C1CN(C(=O)CSc2nc3c(cnn3-c3ccccc3)c(=O)[nH]2)c2ccccc2N1 | 0.5 | -20 | -11 | -2 | 20 | -2.0 | 0 | -6 | -1.3 | 0.9 |

Assay outcomes deposited in PubChem BioAssay by several laboratories.
